IDE cell activ: boosts human insulin-degrading enzyme activity in HEK cells | FAbeta-B cleavage, fluorescence polarization; 0% vehicle, 100% cell-free pure enzyme wells | activation, % at 5.96 µM | actives 0.073% (n = 340,000) | AID 493087;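 active means activation above the mean of all tested compounds plus 3 SD, set per screening campaign, cut at about 17% in these data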
NALP1 inh: blocks the NALP1 inflammasome reconstituted in yeast. AID 2071. inhibition, % at 10 µM. actives 0.61% (n = 280,000). S. cerevisiae NALP1/ASC/caspase-1 growth, X-gal OD620, 72 h; in the data active means inhibition mostly above about 24%, no sharp cut-off; inactive means mostly below about 32%; further: some compounds called inactive have numbers as strong as hits
IDE cell inh: inhibits human insulin-degrading enzyme in HEK cells; actives 0.41% (n = 320,000); FAbetaB cleavage, fluorescence polarization; AID 434962; inhibition, % at 5.59 µM;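 active means percent inhibition above the average of all tested compounds plus 3 SD, set per screening campaign, cut at about 16% in these data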;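 further: IDE supplied by intact live HEK cells; FP after avidin binding of uncleaved biotin substrate so inhibition keeps polarization high; 0% = DMSO wells and 100% = 60 µM reference IDE inhibitor Ii1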
PfM18AAP inh: blocks P. falciparum M18 aspartyl aminopeptidase. recombinant PfM18AAP, H-Glu-NHMec fluorogenic cleavage. inhibition, % at 7.35 µM. actives 1.2% (n = 290,000);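 active means inhibition above the campaign mean inhibition over all tested compounds plus 3 SD, cut at about 28% in these data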;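 further: 0% = plate median of test compound wells and 100% = 2 mM ZnCl2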
MEKK2 WT-MEK5: raises or lowers MEK5 binding to wildtype human MEKK2 PB1 domain; actives 1.1% (n = 290,000); binding response (% of control), % at 10 µM; bead flow cytometry, Alexa488-MEK5 binding to MEKK2 WT; actives lie on both sides; Q9Y2U5; in the data active means binding response below about 67% or above about 130%
MEKK3 PB1 HTS: modulators (inhibitors or enhancers) of MEK5 binding to human MEKK3 PB1 domain | Q99759 | binding response (% of control), % at 10 µM | bead-based flow cytometry, Alexa488-MEK5 binding to MEKK3; actives lie on both sides; 0 = blocked by unlabeled MEK5, 100 = vehicle | AID 1529 | actives 1.4% (n = 290,000);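 active means binding response more than 3 SD above or below the average of its plate-row segment, actives on both sides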;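 further: Alexa488 bead fluorescence after subtracting the streptavidin-only scavenger bead signal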
p-CIP stab down: compounds decreasing mouse p/CIP protein stability | actives 0.01% (n = 290,000) | decrease of EGFP signal, % at 10 µM | F442A p/CIP-EGFP cells, EGFP fluorescence, 16 h | Q05BA5;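 active means EGFP signal decrease of at least 30% at 10 µM or well 3 SD below plate mean, unless failing retest; inactive means the rest, including hits failing retest or dose response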; further: some compounds called inactive have numbers as strong as hits; many of its hits are not listed in these tables
Target sequence (Q05BA5 1-1403): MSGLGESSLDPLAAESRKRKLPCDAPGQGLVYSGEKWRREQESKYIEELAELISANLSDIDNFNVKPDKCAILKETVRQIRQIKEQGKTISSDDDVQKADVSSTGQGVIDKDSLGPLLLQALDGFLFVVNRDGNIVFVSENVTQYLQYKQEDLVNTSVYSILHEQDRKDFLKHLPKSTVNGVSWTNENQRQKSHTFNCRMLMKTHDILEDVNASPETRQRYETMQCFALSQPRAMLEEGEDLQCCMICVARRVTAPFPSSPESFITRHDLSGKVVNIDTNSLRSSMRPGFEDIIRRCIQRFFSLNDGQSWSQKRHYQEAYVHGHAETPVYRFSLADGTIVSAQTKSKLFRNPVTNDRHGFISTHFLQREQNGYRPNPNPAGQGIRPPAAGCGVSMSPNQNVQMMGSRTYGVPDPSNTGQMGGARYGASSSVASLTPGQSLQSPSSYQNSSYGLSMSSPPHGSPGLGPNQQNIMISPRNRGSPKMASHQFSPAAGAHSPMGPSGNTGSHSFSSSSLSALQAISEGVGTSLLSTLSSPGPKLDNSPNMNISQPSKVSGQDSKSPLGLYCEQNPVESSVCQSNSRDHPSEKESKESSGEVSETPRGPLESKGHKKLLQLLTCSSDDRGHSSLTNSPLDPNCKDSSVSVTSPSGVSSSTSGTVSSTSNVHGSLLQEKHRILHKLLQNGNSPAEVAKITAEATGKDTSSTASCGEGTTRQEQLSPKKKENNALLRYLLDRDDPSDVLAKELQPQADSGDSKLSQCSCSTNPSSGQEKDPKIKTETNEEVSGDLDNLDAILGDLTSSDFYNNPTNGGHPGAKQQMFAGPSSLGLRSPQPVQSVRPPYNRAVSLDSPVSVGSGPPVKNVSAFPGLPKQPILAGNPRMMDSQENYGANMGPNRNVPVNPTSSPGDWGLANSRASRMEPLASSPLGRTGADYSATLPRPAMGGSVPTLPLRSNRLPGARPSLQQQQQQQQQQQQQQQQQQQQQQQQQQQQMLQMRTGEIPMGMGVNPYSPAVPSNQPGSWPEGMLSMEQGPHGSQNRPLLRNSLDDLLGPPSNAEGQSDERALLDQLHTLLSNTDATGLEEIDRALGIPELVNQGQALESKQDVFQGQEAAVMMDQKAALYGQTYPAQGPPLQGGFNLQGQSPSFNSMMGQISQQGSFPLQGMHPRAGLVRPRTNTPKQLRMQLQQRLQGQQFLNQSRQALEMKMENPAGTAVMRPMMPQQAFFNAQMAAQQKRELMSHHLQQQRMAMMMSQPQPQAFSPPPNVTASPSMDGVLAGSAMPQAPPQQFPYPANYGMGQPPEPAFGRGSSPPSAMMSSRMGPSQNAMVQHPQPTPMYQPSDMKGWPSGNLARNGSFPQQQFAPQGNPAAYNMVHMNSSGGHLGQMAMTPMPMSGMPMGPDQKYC
SUMO HTRF inh: SUMOylation inhibition; inhibition, % at 35 µM; HTRF SUMOylation assay, SAE1/SAE2 + UBC9, in vitro; actives 0.36% (n = 290,000); in the data active means inhibition above about 50%, passing the limit was not always enough; further: strong numbers were not always called active
MEKK2 mut-MEK5: signal of MEK5 binding to mutant human MEKK2 PB1 domain | AID 1530 | percent response, % at 10 µM | bead flow cytometry, Alexa488-MEK5 binding to MEKK2 mutant | actives 0.35% (n = 290,000); in the data active means percent response above about 24%, passing the limit was not always enough; further: inactives centre near 1; some results filed as inactive read as strong as hits; reference of the scale not given here
Active calls of the source: *. Some of the compounds tested; the hit share may differ from the screen's.

`CCC1CCCCN1CCCNC(=O)C1CCCN(S(=O)(=O)N2CC(C)CC(C)C2)C1` (stereo not given) gave IDE cell activ 3, NALP1 inh 0, IDE cell inh 4, PfM18AAP inh -7, MEKK2 WT-MEK5 109, MEKK3 PB1 HTS 99, p-CIP stab down -17, SUMO HTRF inh 10 and MEKK2 mut-MEK5 2.
For CCc1ccc(N2C(=O)CN(Cc3cccs3)C2=S)cc1 the results were IDE cell activ 6, NALP1 inh -14, IDE cell inh -1, PfM18AAP inh 6, MEKK2 WT-MEK5 105, MEKK3 PB1 HTS 104, p-CIP stab down 0, SUMO HTRF inh 4 and MEKK2 mut-MEK5 -4.
`CC(=O)Nc1ccccc1NC(=O)c1cc(C)ccc1C` gave IDE cell activ -1, NALP1 inh 6, IDE cell inh 3, PfM18AAP inh -9, MEKK2 WT-MEK5 108, MEKK3 PB1 HTS 103, p-CIP stab down -10, SUMO HTRF inh 15 and MEKK2 mut-MEK5 -5.
O=C(NCc1ccc(Cl)cc1)c1cc2ccccn2n1 was read as IDE cell activ 0, NALP1 inh -13, IDE cell inh 1, PfM18AAP inh 1, MEKK2 WT-MEK5 107, MEKK3 PB1 HTS 100, p-CIP stab down 0, SUMO HTRF inh 1 and MEKK2 mut-MEK5 6.
For CCOc1cc(C(=O)NCc2ccco2)cc(OCC)c1OCC the results were IDE cell activ -2, NALP1 inh 5, IDE cell inh 3, PfM18AAP inh 0, MEKK2 WT-MEK5 95, MEKK3 PB1 HTS 97, p-CIP stab down -2, SUMO HTRF inh 4 and MEKK2 mut-MEK5 0.
`O=C(/C=C/c1ccccc1)N(Cc1ccc(Cl)cc1)C1CCS(=O)(=O)C1` (stereo not given) gave IDE cell inh 3, PfM18AAP inh -6, MEKK2 WT-MEK5 102, MEKK3 PB1 HTS 108, p-CIP stab down 4, SUMO HTRF inh -4 and MEKK2 mut-MEK5 2.
O=C(CCC(=O)Nc1ccc(Br)cc1)N/N=C/c1ccccc1F was read as IDE cell activ -1, NALP1 inh 4, IDE cell inh 8, PfM18AAP inh 1, MEKK2 WT-MEK5 100, MEKK3 PB1 HTS 101, p-CIP stab down -5, SUMO HTRF inh 10 and MEKK2 mut-MEK5 6.
For COc1cc(-c2csc(CCn3nc(C)cc3C)n2)cc(OC)c1OC the results were IDE cell activ 3, NALP1 inh 12, IDE cell inh -1, PfM18AAP inh 6, MEKK3 PB1 HTS 122, p-CIP stab down 0, SUMO HTRF inh 9 and MEKK2 mut-MEK5 active.
For Cc1ccccc1NC(=S)N=Nc1c(O)n(C)c2ccc(S(=O)(=O)N3CCOCC3)cc12 the results were IDE cell activ 3, NALP1 inh 10, IDE cell inh -1, PfM18AAP inh 6, MEKK2 WT-MEK5 99, MEKK3 PB1 HTS 105, p-CIP stab down -14, SUMO HTRF inh 9 and MEKK2 mut-MEK5 0.
For CN(C)C(=O)C1CC(=O)OC12CCCCC2 (stereo not given) the results were IDE cell activ 4, NALP1 inh 28, IDE cell inh 1, PfM18AAP inh -15, MEKK2 WT-MEK5 90, MEKK3 PB1 HTS 89, p-CIP stab down -5, SUMO HTRF inh 9 and MEKK2 mut-MEK5 -17.
Screening Nn1c(SCC(=O)Nc2ccccc2)nnc1-c1cccnc1 returned IDE cell activ 3, NALP1 inh 34, IDE cell inh -4, PfM18AAP inh 5, MEKK2 WT-MEK5 108, MEKK3 PB1 HTS 103, p-CIP stab down -12, SUMO HTRF inh 7 and MEKK2 mut-MEK5 4.
COC(=O)/C(=C/c1ccco1)NC(=O)c1ccccc1 was read as IDE cell activ 7, NALP1 inh 24, IDE cell inh 3, PfM18AAP inh -1, MEKK2 WT-MEK5 98, MEKK3 PB1 HTS 101, p-CIP stab down -9, SUMO HTRF inh -7 and MEKK2 mut-MEK5 -2.
Screening CCCC(=O)Nc1ccc(Br)cn1 returned IDE cell activ 2, NALP1 inh 17, IDE cell inh -2, PfM18AAP inh -3, MEKK2 WT-MEK5 99, MEKK3 PB1 HTS 100, p-CIP stab down 7, SUMO HTRF inh 4 and MEKK2 mut-MEK5 1.
Screening CCOC(=O)C1CCN(C(=O)c2cc(C(C)(C)C)nn2Cc2ccccc2)CC1 returned IDE cell activ 3, NALP1 inh 9, IDE cell inh 2, PfM18AAP inh -4, MEKK2 WT-MEK5 88, MEKK3 PB1 HTS 90, p-CIP stab down -10, SUMO HTRF inh 15 and MEKK2 mut-MEK5 -21.
Cn1c(C(C)(O)C(O)c2ccccc2)nc2ccccc21 (stereo not given) was read as NALP1 inh 9, IDE cell inh 5, PfM18AAP inh 5, MEKK2 WT-MEK5 96, MEKK3 PB1 HTS 90, p-CIP stab down 4, SUMO HTRF inh 10 and MEKK2 mut-MEK5 -2.
For CNC(=O)COC(=O)c1ccccc1Oc1ccccc1 the results were IDE cell activ 4, NALP1 inh 10, IDE cell inh 7, PfM18AAP inh 6, MEKK2 WT-MEK5 104, MEKK3 PB1 HTS 106, p-CIP stab down -7, SUMO HTRF inh 13 and MEKK2 mut-MEK5 0.
Screening CC(=O)n1cc([C@H]2C=C(C(=O)NCc3ccccc3)O[C@@H](OCc3ccc(CO)cc3)C2)c2ccccc21 returned IDE cell activ 1, NALP1 inh -2, IDE cell inh 0, PfM18AAP inh 0, MEKK2 WT-MEK5 104, MEKK3 PB1 HTS 107, p-CIP stab down -19, SUMO HTRF inh 4 and MEKK2 mut-MEK5 2.
For O=C(CCC1CCN(C(=O)c2cc(C(F)(F)F)ccc2Cl)CC1)NC1CC1 the results were IDE cell activ 5, NALP1 inh -5, IDE cell inh 3, PfM18AAP inh 3, MEKK2 WT-MEK5 102, MEKK3 PB1 HTS 99, p-CIP stab down -3, SUMO HTRF inh 16 and MEKK2 mut-MEK5 3.
`CN(C)S(=O)(=O)N1CCCC(C(=O)c2ccc(-c3ccccc3)c(F)c2)C1` (stereo not given) gave IDE cell activ -9, NALP1 inh 2, IDE cell inh 5, PfM18AAP inh -4, MEKK2 WT-MEK5 94, MEKK3 PB1 HTS 92, p-CIP stab down -13, SUMO HTRF inh -9 and MEKK2 mut-MEK5 -8.
`c1ccc(-c2nnc(-c3ccccc3)c(-c3c[nH]c4ccccc34)n2)cc1` gave IDE cell activ 5, NALP1 inh -3, IDE cell inh -2, PfM18AAP inh 0, MEKK2 WT-MEK5 105, MEKK3 PB1 HTS 112, p-CIP stab down 8, SUMO HTRF inh -38 and MEKK2 mut-MEK5 4.
For O=C(CCN1C(=O)c2cccc3cccc(c23)C1=O)N1CCN(Cc2ccc3c(c2)OCO3)CC1 the results were IDE cell activ 6, NALP1 inh 18, IDE cell inh 6, PfM18AAP inh -20, MEKK2 WT-MEK5 104, MEKK3 PB1 HTS 99, p-CIP stab down 0, SUMO HTRF inh 32 and MEKK2 mut-MEK5 9.
For COc1ccccc1NC(=O)CCc1nnc2ccc(N3CCN(C)CC3)nn12 the results were IDE cell activ 0, NALP1 inh 12, IDE cell inh 2, PfM18AAP inh 0, MEKK2 WT-MEK5 99, MEKK3 PB1 HTS 100, p-CIP stab down -12 and MEKK2 mut-MEK5 3.
Cc1ccc(SC[C@H](c2ccccc2)N2CCN(CCc3ccccc3)CCC2=O)cc1 was read as IDE cell activ 2, NALP1 inh 13, IDE cell inh 2, MEKK2 WT-MEK5 73, MEKK3 PB1 HTS 82, p-CIP stab down -10, SUMO HTRF inh -28 and MEKK2 mut-MEK5 4.
For COc1ccc(C(=O)COC(=O)CN2C(=O)C3C4CCC(C4)C3C2=O)cc1 (stereo not given) the results were IDE cell activ -3, NALP1 inh 5, IDE cell inh -4, PfM18AAP inh -14, MEKK2 WT-MEK5 95, MEKK3 PB1 HTS 106, p-CIP stab down -13, SUMO HTRF inh 18 and MEKK2 mut-MEK5 -5.
Screening O=C(COC(=O)CN1C(=O)c2ccccc2C1=O)Nc1ccc(S(=O)(=O)N2CCCC2)cc1 returned IDE cell activ 7, NALP1 inh 3, IDE cell inh 4, PfM18AAP inh 6, MEKK2 WT-MEK5 104, MEKK3 PB1 HTS 99, p-CIP stab down -2, SUMO HTRF inh 6 and MEKK2 mut-MEK5 3.
For CCN(C(=O)C1CCCN(c2nc(-c3ccc(OC)cc3)no2)C1)c1ccc(OC)cc1 (stereo not given) the results were IDE cell activ -3, NALP1 inh 11, IDE cell inh 1, PfM18AAP inh 0, MEKK2 WT-MEK5 101, MEKK3 PB1 HTS 100, p-CIP stab down -10, SUMO HTRF inh -8 and MEKK2 mut-MEK5 1.
Cc1nn(-c2ccccc2)c(C)c1/C=N/n1cnnc1 was read as IDE cell activ -4, NALP1 inh 4, IDE cell inh 3, PfM18AAP inh -1, MEKK2 WT-MEK5 102, MEKK3 PB1 HTS 103, p-CIP stab down 8, SUMO HTRF inh 5 and MEKK2 mut-MEK5 2.
Screening CCOC(=O)N1CCN(C(=O)CSc2nc3c(c(=O)n2-c2ccccc2OC)SCC3)CC1 returned IDE cell activ -16, NALP1 inh -1, IDE cell inh 7, PfM18AAP inh -11, MEKK2 WT-MEK5 103, MEKK3 PB1 HTS 104, p-CIP stab down -1, SUMO HTRF inh 2 and MEKK2 mut-MEK5 19.
CCN(CC)CCNC(=O)Cc1c(C(=O)O)n(C)c2ccccc12 was read as IDE cell activ 4, NALP1 inh 27, IDE cell inh 0, PfM18AAP inh 4, MEKK2 WT-MEK5 103, MEKK3 PB1 HTS 102, p-CIP stab down -4, SUMO HTRF inh -2 and MEKK2 mut-MEK5 2.
For Cc1ccc(N/N=C(\Cc2nc3ccccc3[nH]2)c2ccccc2)cc1 the results were IDE cell activ 5, IDE cell inh 10, PfM18AAP inh -4, MEKK2 WT-MEK5 101, MEKK3 PB1 HTS 114, p-CIP stab down 9, SUMO HTRF inh -16 and MEKK2 mut-MEK5 0.

Entries shown so far containing a furan ring, fused or not (2):
For CCOc1cc(C(=O)NCc2ccco2)cc(OCC)c1OCC the results were IDE cell activ -2, NALP1 inh 5, IDE cell inh 3, PfM18AAP inh 0, MEKK2 WT-MEK5 95, MEKK3 PB1 HTS 97, p-CIP stab down -2, SUMO HTRF inh 4 and MEKK2 mut-MEK5 0.
COC(=O)/C(=C/c1ccco1)NC(=O)c1ccccc1 was read as IDE cell activ 7, NALP1 inh 24, IDE cell inh 3, PfM18AAP inh -1, MEKK2 WT-MEK5 98, MEKK3 PB1 HTS 101, p-CIP stab down -9, SUMO HTRF inh -7 and MEKK2 mut-MEK5 -2.

Additional structures
Screening CCCCC(=O)Nc1cc(OC)c(NC(=O)C2CCCCC2)cc1OC returned IDE cell activ -1, NALP1 inh -1, IDE cell inh 3, PfM18AAP inh 1, MEKK2 WT-MEK5 106, MEKK3 PB1 HTS 105, p-CIP stab down -5, SUMO HTRF inh 8 and MEKK2 mut-MEK5 1.
Screening CCc1ccc(OCCOCC(O)CNC(C)CC)cc1 (stereo not given) returned IDE cell activ 7, NALP1 inh 43, IDE cell inh 3, PfM18AAP inh 0, MEKK2 WT-MEK5 104, MEKK3 PB1 HTS 98, p-CIP stab down -5, SUMO HTRF inh 3 and MEKK2 mut-MEK5 -1.
For CCc1ccc(OCCOCC(O)CNC2CCCC2)cc1 (stereo not given) the results were IDE cell activ 4, NALP1 inh 3, IDE cell inh 2, PfM18AAP inh 1, MEKK2 WT-MEK5 108, MEKK3 PB1 HTS 102, p-CIP stab down 9, SUMO HTRF inh 0 and MEKK2 mut-MEK5 13.
`CC(C)CN1CCN(Cc2cccc3ncccc23)CC1CCO` (stereo not given) gave IDE cell activ -1, NALP1 inh 1, IDE cell inh 4, PfM18AAP inh -8, MEKK2 WT-MEK5 99, MEKK3 PB1 HTS 102, p-CIP stab down -10, SUMO HTRF inh 11 and MEKK2 mut-MEK5 -7.

Screens (PubChem BioAssay)
